Source: PubChem BioAssay (several laboratories)
Large T inhibition: SV40 large T antigen inhibitors, biochemical (AID 1903); SV40 large T antigen ATPase/helicase inhibition assay; higher % means a stronger effect; 310,000 compounds, 0.39% hits; one-dose inhibition, % at 20 µM; IC50 in µM for titrated hits; in the data active = a potency from the dose series; inconclusive = inhibition mostly from about 32% at the one dose, without a potency; inactive = the rest, 99 in 100 with inhibition below about 32%; note: strong numbers were not always called active
WT yeast gro inh: growth inhibition of WT yeast, mitochondrial fusion screen. mitochondrial fusion phenotypic screen, WT strain. inhibition, % at 10 µM. 190,000 compounds, 2.1% hits; in the data active = inhibition above about 58%; tested in S. cerevisiae
Myeloid diff MLP: promotes myeloid progenitor differentiation; ER-HoxA9 myeloid progenitors, lysozyme-GFP differentiation, flow cytometry; calls only at 10 µM; 360,000 compounds, 1% hits;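 active = normalized GFP-positive differentiation at or above the plate's own cutoff, the solvent-only control mean plus 3 SD; inconclusive = no clear call, values can overlap the other calls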;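 note: cells exposed to compound for four days before flow analysis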
T cell HTS: T cell immune modulation candidate; 2C CD8+ T cell-vesicle binding, flow cytometry; active compounds read low; calls only at 7 µM; 330,000 compounds, 0.068% hits; AID 2052;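 active = response, share of CD8 T cells binding vesicles, and their 90th percentile fluorescence all below set limits, cut at about 80% in these data, passing the limit was not always enough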
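Benchmarks: naked versus QL9-loaded vesicles / Assay system: purified 2C TCR transgenic mouse naive CD8+ T cells / Technique: high-throughput flow cytometry with anti-B7-1 and anti-CD8 staining / Timing: Cell–vesicle co-incubation 1.5 h at 37 °C, staining 20 min on ice / Read-out: percent CD8+ FL2 mean versus row control / Probe or stimulus: QL9-loaded Drosophila micro-vesicles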
PhoP inhibition: inhibitors of PhoP regulon expression, primary screen, Salmonella Typhimurium, GFP reporter (AID 1863); S. Typhimurium PhoP-regulated promoter GFP reporter, 4 h; higher % means a stronger effect; 300,000 compounds, 0.16% hits; inhibition, % at 50 µM, or IC50 in µM where a hit was titrated;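 active = inhibition over 29.93%, a cutoff 3 SD above the screen mean, later confirmed by dose response; inconclusive = inhibition over 29.93% but no dose response follow-up; inactive = inhibition at most 29.93% or unconfirmed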;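 note: 0% = low Mg2+ inducing control and 100% = high Mg2+ repressing control; strong numbers were not always called active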
West Nile antiviral: West Nile virus antiviral activity, cell-based, CPE readout (AID 1621) | one-dose CPE inhibition, % at 10 µM; IC50 in µM for titrated hits | West Nile virus-infected cells, CPE inhibition; higher % means a stronger effect | 290,000 compounds, 0.02% hits; in the data active = a potency from the dose series; inconclusive = CPE inhibition mostly from about 3.7% at the one dose, without a potency; inactive = the rest, 99 in 100 with CPE inhibition below about 2.2%; note: strong numbers were not always called active
MgcRacGAP inhibition: MgcRacGAP GTPase-activating activity inhibitors, confirmation, biochemical, ADP Hunter fluorescence | MgcRacGAP-stimulated Rac1 GTP hydrolysis, ADP Hunter fluorescence; higher % means a stronger effect; GST-tagged Rac1 F28L mutant substrate | inhibition, % at 30 µM, or IC50 in µM where a hit was titrated | 340,000 compounds, 0.6% hits | AID 624330;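 active = first-screen hits whose inhibition reached a set limit at any dose in the follow-up dose series; inconclusive = inhibition above the set first-screen limit but never retested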;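 note: fluorescence reports GDP produced by GAP-driven GTP hydrolysis; strong numbers were not always called active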
bCat nuc transl: beta-catenin nuclear translocation modulation; 190,000 compounds, 0.3% hits; nuclear translocation activity, % at 5 µM; HeLa beta-catenin nuclear translocation, immunofluorescence imaging; AID 1665;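 active = nuclear translocation activity above 50% at 5 µM, with a well cell count of 50 or more; inconclusive = wells under 50 cells across six images, flagged as toxic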;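 note: per-cell ratio of nuclear to cytoplasmic median beta-catenin stain intensity; plate controls were DMSO negative control for no effect and GSK-3 inhibitor IX positive control for full effect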
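Assay system: human HeLa cells, native beta-catenin; doses: 5 µM primary, 0.02–20 µM confirmation; incubation: compound treatment 24 h, 37°C, 5% CO2; technique: fluorescence imaging of beta-catenin antibody stain plus DAPI; measure: % activation, nuclear-to-cytoplasmic median beta-catenin signal ratio per cell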
RSV antiviral HEp-2: RSV antiviral activity via CPE protection, HEp-2 cells, primary 10 µM value included (AID 2391); HEp-2 cells, RSV-induced CPE inhibition; higher % means a stronger effect; CPE inhibition, % at 10 µM, or IC50 in µM where a hit was titrated; 310,000 compounds, 0.13% hits; in the data active = a potency from the dose series; inconclusive = CPE inhibition mostly from about 23% at the one dose, without a potency; inactive = the rest, 99 in 100 with CPE inhibition below about 21%; note: strong numbers were not always called active
WT yeast gro inh mutant strain: also measured in WT yeast gro inh; calls as there; inhibition, %; mitochondrial fusion phenotypic screen, mutant strain inhibition
bCat nuc transl cell count 5 µM: also measured in bCat nuc transl; calls as there; cell count; measured here: cell count, cytotoxicity flag
T cell HTS vesicle-bound %: second read-out of T cell HTS, no call of its own (marks repeat the call); double positive events, %; measured here: CD8+ vesicle-bound cell fraction;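 binding gate set so that unloaded-vesicle control wells show 10% double positive cells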
Myeloid diff MLP GFP+ MAC1+ %: second read-out of Myeloid diff MLP, no call of its own (marks repeat the call); GFP+ MAC1+ double positive, %; measured here: differentiation confirmed by MAC1 staining
Starred values were filed as active, the others as inactive; i = inactive; ? = inconclusive; · = no result given; + = active, no number.

SMILES	Large T inhibition	WT yeast gro inh	WT yeast gro inh mutant strain	Myeloid diff MLP	Myeloid diff MLP GFP+ MAC1+ %	T cell HTS	T cell HTS vesicle-bound %	PhoP inhibition	West Nile antiviral	MgcRacGAP inhibition	bCat nuc transl	bCat nuc transl cell count 5 µM	RSV antiviral HEp-2
CCC1CCc2c(sc(NC(C)=O)c2C#N)C1 (centres undefined)	6%	-4	-2	i	0.9	i	23	-3%	-0.5%	1%	-0.4	956	39%
Cc1csc2ncnc(NC3CCN(Cc4ccccc4)CC3)c12	2%	·	·	i	0.4	i	28	-7%	-1.5%	8%	1.1	1036	-1.3%
CN1/C(=C/C(=S)NC(=O)C2(C)CC2(Cl)Cl)C(C)(C)c2ccccc21 (centres undefined)	25%	49	27	i	0.1	i	1	0%	-0.4%	4%	5.1	863	15%
N=c1c(C(=O)NC2CCCCC2)cc2c(=O)n3ccccc3nc2n1Cc1ccco1	9%	·	·	i	0.4	i	21	8%	-0.6%	6%	·	·	0.8%
Cc1ccc(Cc2cnc(NC(=O)C3CCCO3)s2)cc1 (centres undefined)	2%	24	6	i	1.3	i	28	-4%	-0.1%	16%	-0.4	1406	3.0%
NC(=O)C1CCN(Cc2nc(-c3cccs3)no2)CC1	2%	·	·	i	0.3	i	33	-12%	0.3%	8%	-1.4	1183	·
COc1ccc(OC)c2c1sc(=NC(=O)C1CCCCC1)n2C	14%	·	·	i	0.4	i	57	-11%	0.1%	11%	-1.7	1357	1.2%
Cc1ccc(NC(=O)/C=C2\NC(=O)CS2)cc1	15%	·	·	i	1.6	i	29	5%	-0.2%	8%	·	·	1.1%
COc1cc([C@H](Cc2ccccc2)NC(C)=O)oc(=O)c1	17%	0	-2	i	3.1	i	19	-5%	0.0%	6%	-2.1	1167	·
CCOc1ccc(CC2S/C(=N/N=C/c3ccco3)NC2=O)cc1 (centres undefined)	6%	3	2	i	0.3	i	56	-5%	2.8%	-1%	-1.2	1151	2.4%
COc1ccc(C(Nc2ccc(S(=O)(=O)N3CCOCC3)cc2)C(=O)NCCC(C)C)cc1OC (centres undefined)	7%	·	·	i	0.3	i	21	7%	-0.4%	8%	·	·	0.6%
COC(=O)c1cc(=O)nc2sc(-c3cccs3)nn12	1%	-14	-23	i	6.7	i	21	-1%	-0.1%	-2%	·	·	1.6%
COc1cc(NS(=O)(=O)c2ccc(C)cc2)c2ncccc2c1	14%	2	13	i	1.5	i	36	-4%	?	4%	4.2	1194	1.8%
Cc1ccc(C(=O)C[n+]2ccccc2C)cc1[N+](=O)[O-]	13%	·	·	i	1.3	i	42	3%	0.3%	4%	·	·	0.4%
COc1ccc(C(=O)CSc2nnc(COc3ccc(C#N)cc3)n2-c2ccccc2)cc1	6%	-23	-20	i	1.1	i	6	5%	-0.5%	7%	-3.5	1020	0.9%
COc1cccc(OC)c1C(=O)NC(C)C12CC3CC(CC(C3)C1)C2 (centres undefined)	·	62*	57*	i	1.3	i	47	5%	-0.2%	3%	-14	1181	0.4%
CC(=O)N1C(=O)C2(C(C#N)=C(N)Oc3cc(C)oc(=O)c32)c2ccccc21 (centres undefined)	9%	10	22	i	0.2	i	41	-2%	0.8%	11%	0.2	1000	1.2%
COC(=O)c1sccc1NC(=O)CCC1CCCCC1	2%	49	18	i	0.7	i	8	1%	1.6%	5%	-1.3	1192	0.0%
Cc1cc(-c2ccccc2)nc(SCc2ccc(C(=O)O)o2)n1	17%	1	1	i	0.6	i	40	-9%	0.7%	-2%	-1.2	1070	5.5%
Cc1ccc(NC(=O)c2ccc3c(c2)OCCO3)nc1	5%	·	·	i	0.2	i	20	9%	·	10%	·	·	-2.0%
CCc1ccc(NC(=O)CCc2ccc(C)o2)cc1	19%	·	·	i	0.3	i	50	5%	-0.8%	-9%	·	·	1.0%
Nc1ccccc1Oc1ncc(C(F)(F)F)cc1Cl	13%	15	-12	i	5.7	i	19	2%	-0.5%	-2%	-1.9	1361	-1.0%
COc1ccc(N2CC(O)=C(c3n(C)c4ccccc4[n+]3C)C2=N)cc1	11%	8	5	i	0.3	i	53	-9%	-0.1%	6%	·	·	0.5%
N#Cc1ccccc1S(=O)(=O)N1CCN(C(=O)CCC2CCCC2)CC1	·	·	·	i	0.6	i	65	·	·	3%	·	·	-0.2%
O=C(Oc1ccc(NC(=O)c2cc3c(cc2Br)OCO3)cc1)c1ccccc1	0%	·	·	i	0.4	i	10	-1%	-1.4%	8%	2.6	1247	-1.3%
Cc1cccc(C)c1NC(=O)CN(C)C(=O)c1ccc(NS(=O)(=O)c2ccc3[nH]c(=O)[nH]c3c2)cc1	0%	·	·	i	0.1	i	14	2%	·	11%	·	·	1.0%
CCN(Cc1ccncc1)C(=O)c1ccc2c(c1)S(=O)(=O)c1ccccc1C2=O	4%	-2	14	i	0.2	i	26	3%	-0.6%	-39%	-1.3	1183	-0.1%
Cc1cc(NC(=O)C(C)SCC(=O)OC(C)C(=O)Nc2ccccc2C)no1 (centres undefined)	-1%	·	·	i	1.3	i	20	-5%	0.3%	10%	·	·	1.0%
O=C(CC(=O)N/N=C/c1ccc(C(=O)O)cc1)NCCc1ccccc1	13%	·	·	i	0.1	i	54	1%	-0.7%	17%	·	·	1.1%
c1ccc(COc2ccc(OCCCCN3CCCCC3)cc2)cc1	9%	25	38	i	0.6	i	50	12%	-1.3%	12%	·	·	-0.4%
Cc1ccc(OCc2cc(C(=O)N(C)Cc3cc(C4CC4)n[nH]3)no2)cc1C	12%	·	·	i	2.9	i	20	-2%	-0.3%	4%	·	·	?
O=C(NCCN1CCN(C(=O)c2ccc(Br)cc2)CC1)c1ccc(Br)cc1	29%	·	·	i	0.8	i	17	0%	0.1%	7%	·	·	8.0%
CCOC(=O)c1cc2c(ccn2C)n1CC(=O)N1CCN(c2ccccc2)CC1	3%	-1	-5	i	1.3	·	·	-2%	-0.7%	-2%	-2.2	1218	0.0%
O=C(Nc1cccc(-c2cccc(F)c2)c1)C1CCN(Cc2ccco2)CC1	9%	·	·	i	1.3	i	14	-5%	-0.4%	8%	·	·	0.3%
N#Cc1ccc(Nc2nc(-c3ccc(O)cc3O)cs2)cc1C(F)(F)F	·	·	·	i	1.8	i	12	·	·	4%	·	·	-0.5%
COc1ccccc1/C(O)=C(\C#N)c1nc2ccccc2[nH]1	4%	1	14	i	0.5	i	41	4%	0.9%	4%	-0.7	1097	0.1%
COc1cccc(CNC(=O)COC(=O)c2c(C)nn(-c3ccccc3)c2Cl)c1	·	·	·	i	0.4	i	26	·	·	8%	·	·	0.8%
COc1ccc2nc(-c3ccccc3)[nH]c2c1	16%	·	·	i	0.8	i	22	-4%	-0.4%	8%	0.3	1003	1.0%
CCCCC/C=C\C/C=C\C/C=C\CCCCC(=O)O	?	·	·	+	4.0*	i	16	-2%	·	4%	·	·	-1.0%
C(=N\N1CCOCC1)/c1ccsc1	-5%	·	·	i	0.7	i	24	18%	-0.2%	5%	·	·	1.7%
N#CC1=C(SCC(=O)c2ccc(Br)cc2)NC2=C(C(=O)CCC2)C1c1ccco1 (centres undefined)	25%	20	49	?	·	i	20	-6%	·	10%	47	843	6.4%
O=C(NNC(=O)c1ccccc1F)C1=NN(c2ccccc2)C(=O)CC1	1%	·	·	i	0.0	i	15	-3%	1.6%	0%	·	·	0.5%
CC1CN=C(N(C(=O)Nc2ccccc2)C(C)c2ccccc2)S1 (centres undefined)	4%	·	·	i	0.5	i	17	-1%	1.4%	2%	0.1	1377	0.6%
CCOC(=O)C1(CCOC)CCN(C/C=C/c2ccccc2OC)CC1	9%	·	·	i	0.5	i	69	-2%	-1.7%	5%	·	·	-0.6%
Cc1ccc(C(=O)CN(C(=O)c2ccc(Cl)cc2)N2C(=O)c3ccccc3C2=O)cc1	6%	12	-4	i	4.7	i	29	-1%	1.5%	6%	0.6	1397	2.9%
CC(=O)c1nc(N2C(=O)CC(Cc3cccc(C)c3)C2=O)sc1C (centres undefined)	4%	-8	-8	i	1.1	·	·	2%	0.0%	-3%	-0.3	1335	1.4%
O/N=C/c1cc(Br)ccc1OCc1ccc(F)cc1	·	·	·	i	0.2	i	10	·	0.2%	9%	·	·	12%
CCC(=O)Nc1ccccc1C(=O)N1CCOCC1	10%	-28	0	i	0.5	i	60	-7%	-0.3%	6%	0.8	1118	1.9%
O=C(c1ccccc1Oc1ccccc1)N1CCN(c2ccccc2)CC1	2%	0	-10	i	3.0	i	50	-2%	-0.6%	9%	-3.9	894	3.4%
COc1ccc(C(=O)NC(=S)NCC2CCCO2)cc1 (centres undefined)	9%	-3	-1	i	0.7	i	4	-2%	0.1%	8%	-0.1	980	2.0%
Next results follow.
SMILES	Large T inhibition	WT yeast gro inh	WT yeast gro inh mutant strain	Myeloid diff MLP	Myeloid diff MLP GFP+ MAC1+ %	T cell HTS	T cell HTS vesicle-bound %	PhoP inhibition	West Nile antiviral	MgcRacGAP inhibition	bCat nuc transl	bCat nuc transl cell count 5 µM	RSV antiviral HEp-2
C/C(=N\NC(=O)c1nc(C)cc(C)n1)c1ccccc1	1%	6	4	i	1.1	i	42	4%	0.6%	7%	-0.8	1130	3.0%
Cc1ccc2c(c1)c1c3n2CCN(CCC(=O)O)C3CCC1 (centres undefined)	11%	·	·	i	0.2	i	65	7%	-0.3%	12%	·	·	0.8%
Cc1cc(C)c2c3c(sc2n1)C(=O)N(Cc1ccccc1)CC(=O)N3	2%	15	18	i	1.8	i	38	-8%	0.2%	12%	·	·	-2.0%
O=C(O)c1ccc2oc(=O)c(S(=O)(=O)c3ccc(F)cc3)cc2c1	2%	·	·	i	0.2	i	45	-2%	0.7%	6%	·	·	0.6%
COC(=O)NC(=S)Nc1ccc(Oc2ccc(Cl)cc2)c(Cl)c1	21%	7	17	i	1.1	i	17	-7%	0.2%	7%	2.6	1083	-2.6%
